PMI act satM6P: human PMI activators, high substrate, primary screen, biochemical, fluorescence intensity, near-saturating mannose 6-phosphate | activation factor at 20 µM | 190,000 tested, 0.34% active | coupled PMI enzyme assay, resazurin fluorescence, 20 min; hits give high values; 1 = untreated enzyme, 0 = substrate-free blank;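 active = activation factor of 2 or more at 20 µM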
Target sequence (P34949 whole entry, looked up): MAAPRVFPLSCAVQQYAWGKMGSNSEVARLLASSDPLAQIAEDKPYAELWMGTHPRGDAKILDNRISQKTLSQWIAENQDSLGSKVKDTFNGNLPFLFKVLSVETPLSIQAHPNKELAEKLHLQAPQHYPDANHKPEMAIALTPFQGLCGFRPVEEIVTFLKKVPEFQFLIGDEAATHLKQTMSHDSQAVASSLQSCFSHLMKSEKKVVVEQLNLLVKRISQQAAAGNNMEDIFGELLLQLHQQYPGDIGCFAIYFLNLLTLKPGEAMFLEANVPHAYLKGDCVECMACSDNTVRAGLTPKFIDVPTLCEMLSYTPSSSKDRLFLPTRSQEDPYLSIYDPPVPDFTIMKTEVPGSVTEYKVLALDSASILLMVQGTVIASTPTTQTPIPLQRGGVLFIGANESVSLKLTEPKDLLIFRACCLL
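Material: human phosphomannose isomerase with PGI, G6PDH, diaphorase coupling enzymes; amount: PMI at 15 ng/mL final; also added: Mannose-6-phosphate 1.0 mM (near-saturating) plus 0.22 mM NADP+; incubation: enzyme reaction with compound 20 min at room temperature; signal: resorufin fluorescence (Ex 544/Em 590 nm) from resazurin via diaphorase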
Diaphorase act: compounds boosting diaphorase resazurin reduction – biochemical, uHTS, resorufin fluorescence, counter-screen for diaphorase-coupled primary assays, primary screen | Diaphorase/resazurin coupled assay, 16 min; hits give high values; 1 = vehicle wells, 0 = NADH-free wells | activation factor at 20 µM | 190,000 tested, 0.005% active | AID 1229, 2008;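 active = diaphorase activity raised at least twofold by the compound at 20 µM; inactive = activation factor below 2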
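Material: purified diaphorase enzyme from Clostridium kluyveri / Medium: HEPES pH 7.4 buffer with MgCl2 and Tween 20 / Schedule: enzyme reaction of 16 min at room temperature / Measured by: resorufin fluorescence, excitation 544 nm, emission 590 nm / Evaluation: rise in resorufin formation, marking diaphorase activation or chemical reduction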
TNAP inh noacc: human TNAP enzyme inhibitors, primary screen, biochemical, luminescent, no phosphate acceptor, uHTS. inhibition, % at 20 µM. 200,000 tested, 0.26% active. AID 1012, 2008. purified TNAP, CDP-star luminescence, 30 min. Alkaline phosphatase, tissue-nonspecific isozyme (Homo sapiens), P05186;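 active = tissue-nonspecific alkaline phosphatase inhibition above about 50% at 20 µM in the single-dose screen, limit read from the data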;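 note: 0% = DMSO negative control and 100% = EDTA positive control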
Target sequence (P05186 whole entry, looked up): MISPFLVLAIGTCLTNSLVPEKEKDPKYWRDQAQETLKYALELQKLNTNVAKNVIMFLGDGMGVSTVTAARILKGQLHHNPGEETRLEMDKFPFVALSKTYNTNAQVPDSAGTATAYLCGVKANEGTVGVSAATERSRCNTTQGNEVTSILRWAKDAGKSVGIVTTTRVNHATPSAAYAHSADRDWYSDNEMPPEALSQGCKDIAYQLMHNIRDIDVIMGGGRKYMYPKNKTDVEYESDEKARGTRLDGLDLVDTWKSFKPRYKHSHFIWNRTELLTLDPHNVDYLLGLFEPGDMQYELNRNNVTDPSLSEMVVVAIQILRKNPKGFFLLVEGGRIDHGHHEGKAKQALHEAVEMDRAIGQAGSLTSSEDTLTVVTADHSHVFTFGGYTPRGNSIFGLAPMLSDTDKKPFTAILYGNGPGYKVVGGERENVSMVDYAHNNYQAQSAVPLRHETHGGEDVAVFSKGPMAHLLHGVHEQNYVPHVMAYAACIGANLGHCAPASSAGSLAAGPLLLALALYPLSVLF
Diaph inh CS: diaphorase inhibitors and chemical oxidizers, primary screen, counter-screen for diaphorase-coupled primary assays, biochemical, uHTS, resorufin fluorescence; inhibition, % at 20 µM; diaphorase resazurin-to-resorufin fluorescence, NADH, 16 min; bacterial (C. kluyveri) enzyme, not human; 190,000 tested, 0.69% active; AID 1217, 2008;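 active = primary screen inhibition at 20 µM above a set limit, cut at about 50% in these data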;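 note: plate controls were DMSO with full reaction for no effect and wells lacking NADH for full effect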
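material = Clostridium kluyveri diaphorase enzyme | amount = 0.14 U/mL diaphorase, enzyme working solution | schedule = incubation 16 min, room temperature | detection = fluorescence of resorufin formed from resazurin, Ex 544/Em 590 nm | benchmarks = positive control minus NADH, DMSO neutral control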
L major viab: Leishmania major promastigote growth inhibition, primary screen; inhibition, % at 10 µM; Leishmania major promastigotes, resazurin fluorescence viability; 200,000 tested, 9% active; AID 1063, 2008; in the data active = inhibition above about 50%;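 note: promastigotes grown with compound for 44 hours at 28 °C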
bIAP inh: bovine intestinal alkaline phosphatase inhibitors, primary screen, selectivity assay for TNAP inhibitor project, biochemical, bovine IAP, CDP-star luminescence; alkaline phosphatase, intestinal [Bos taurus]; purified bovine IAP, 30 min; inhibition, % at 20 µM; 190,000 tested, under 10 active; AID 1019, 2008;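 active = over 50% inhibition of intestinal alkaline phosphatase at 20 µM in the single-dose screen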
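Assay system: bovine IAP enzyme; medium: DEA buffer 100 mM, pH 9.8, with MgCl2 1.0 mM, ZnCl2 0.02 mM; doses: 20 µM single dose; incubation: enzyme reaction for 30 min at room temperature; detection: CDP-star luminescence signal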
TNAP inh hiacc: human TNAP enzyme inhibitors, primary screen, biochemical, luminescent, high phosphate acceptor level, uHTS. inhibition, % at 20 µM. Alkaline phosphatase, tissue-nonspecific isozyme (Homo sapiens), P05186. 200,000 tested, 0.03% active. purified TNAP, CDP-star luminescence, 1 M DEA;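 active = over 50% inhibition of tissue-nonspecific alkaline phosphatase at 20 µM in the single-dose screen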;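 note: plate controls were DMSO wells for no effect and EDTA-quenched wells as full inhibition for full effect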
TNAP act hi DEA: TNAP activators at high phosphate acceptor level, primary screen, biochemical, luminescence, uHTS; Alkaline phosphatase, tissue-nonspecific isozyme (Homo sapiens), P05186; purified TNAP, CDP-star luminescence, 1 M DEA, 30 min; hits give high values; 0 = EDTA background, 1 = DMSO-only activity; activation factor at 20 µM; 200,000 tested, under 10 active;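 active = activation factor at least 2 at 20 µM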
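Test system – human TNAP · Doses – 20 µM single point · Incubation – 30 min, room temperature · Signal – luminescent substrate turnover signal · Read-out basis – activation factor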
PMI act: activators of human PMI, primary screen, biochemical, fluorescence intensity, near-Km mannose 6-phosphate | Mannose-6-phosphate isomerase (Homo sapiens), P34949 | purified human PMI, coupled resazurin fluorescence, 20 min; hits give high values; 1 = vehicle control, 0 substrate-free wells | activation factor at 20 µM | 190,000 tested, 0.005% active | AID 1214, 2008;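 active = activation factor of 2 or more at 20 µM, relative to plate controls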
bIAP act: bovine intestinal alkaline phosphatase activators, primary screen, biochemical, bovine IAP, CDP-star luminescence; AID 1016, 2008; activation factor at 20 µM; 200,000 tested, 0.17% active; purified bovine IAP, 30 min; hits give high values; fold of DMSO-control signal, blank-subtracted;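 active = activation factor of 2 or more at 20 µM, a signal rise over negative controls twice the positive control's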
* = called active by the depositor; nt = no result given. Outcome played no part in choosing rows (roughly 10% active in at least one column).

Structure	PMI act satM6P	Diaphorase act	TNAP inh noacc	Diaph inh CS	L major viab	bIAP inh	TNAP inh hiacc	TNAP act hi DEA	PMI act	bIAP act
O=C(NCCCn1ccnc1)C(=O)NCc1ccc(Cl)cc1	1	0.9	-3	9	16	6	-3	1	1	0.9
Cc1nc(C(C)NC(=O)CCc2nnc(-c3ccsc3)o2)cs1 (configuration not stated)	1	0.9	-12	14	-7	9	-7	1.1	1	0.9
CC1(C)OC(c2ccccc2)=C/C(=C/C=C2C(=O)c3ccccc3C2=O)O1	1.1	0.8	34	15	3	27	35	0.7	1.1	0.7
CCn1c(COc2ccc3c(c2)CCCC3)nnc1SCC(=O)Nc1nccs1	0.9	1	-3	4	-2	19	-3	1	0.9	0.8
Nc1nn2c(-c3ccccc3)cc(=O)[nH]c2c1N=Nc1ccc(Br)cc1	0.9	0.7	21	32	7	12	22	0.8	1	0.9
Cc1cccc(CN2C(=O)CCSc3ccc(Cl)cc32)c1	1	0.9	-10	11	1	-1	-4	1	0.9	1
CCCCNC(=O)[C@H](Cc1c[nH]c2ccccc12)NC(=O)c1ccccc1Cl	0.8	1	-14	-1	8	7	4	1	0.9	0.9
CCOCC(=O)N1CCN(c2ccc(F)cc2)CC1	0.9	0.9	-11	12	-2	3	0	1	0.8	1
COc1cccc(-c2nc(CS(=O)(=O)CC(=O)NCc3ccc(Cl)cc3)c(C)o2)c1	1	0.8	-17	20	-3	7	-5	1.1	0.9	0.9
Cc1cc(C)nc(SCCC(=O)Nc2ccc(F)cc2)n1	1	0.9	-18	7	-7	3	-6	1.1	1	1
O=C(NCCCN1CCOCC1)c1cc(-c2ccc(Br)cc2)on1	1	0.9	-7	6	94*	-2	0	1	1	1
CC(=O)Nc1ccc(/C=N/N2CCCCC2)cc1	1	1.1	-5	-13	1	-2	-5	1.1	1	1
Cc1ccc(CNC(=O)CSc2ccsc2[N+](=O)[O-])cc1	1	1	-9	3	18	-25	-4	1	1.1	1.3
Cc1cccc(NC(=O)COc2ccc(/C=N\n3cnnc3)cc2)c1	1	1	-8	3	-2	-9	-6	1.1	1	1.1
O=C(CCC(=O)NNC(=O)c1ccc([N+](=O)[O-])cc1)NCc1ccccc1	1	0.9	-5	8	-10	-7	0	1	1	1.1
CCOC(=O)N1CCN(C(=O)CN(c2ccc(Oc3ccccc3)cc2)S(C)(=O)=O)CC1	1	0.9	-1	6	-5	-1	-9	1.1	1.1	1
COc1cc(/C=C(\NC(C)=O)C(=O)NC(C)(C)CC(C)(C)C)ccc1OC(C)=O	0.9	0.9	-7	6	-7	16	1	1	0.9	0.8
Cc1ccc(C)c(S(=O)(=O)NCc2ccc(C(=O)N3CCC(Cc4ccccc4)CC3)cc2)c1	0.8	0.7	-17	32	27	-3	-12	1.1	0.8	1
Cc1ccc(C(=O)COC(=O)CCC(=O)Nc2ccccc2Cl)cc1[N+](=O)[O-]	1	0.9	-4	13	-7	22	0	1	0.9	0.8
CC(NS(=O)(=O)c1ccc(Br)cc1)C(=O)NCc1ccco1 (configuration not stated)	1	1	-5	-3	4	-29	-1	1	1.1	1.3
COc1cc(Br)c(CC(=O)O)cc1OC	1.1	1.1	-11	-6	nt	-5	1	1	1.1	1.1
CCOc1ccc(C2CC(c3c(O)c4ccccc4oc3=O)=NN2c2ccccc2)cc1OC (configuration not stated)	2.6*	0.8	-23	21	3	-11	4	1	1.6	1.1
CC(C)C1CC(CCN2CCCCC2)(c2ccccc2)CCO1 (configuration not stated)	1.1	1	-10	0	0	-22	-6	1.1	1.1	1.2
N#CC1=C(N)SC(N)=C(C#N)C1C1CC=CCC1 (configuration not stated)	1	0.8	-12	16	-3	-9	1	1	0.9	1.1
Cc1ccccc1N/N=C/c1ccc(C#N)cc1	2.4*	0.8	-2	23	-9	19	-4	1	1.6	0.8
c1ccc(N2CCN(c3ncccn3)CC2)cc1	0.9	0.9	-10	8	-4	4	-6	1.1	0.9	1
COc1ccc(/C=C/S(=O)(=O)NCc2ccccc2)cc1OC	1	0.9	2	11	-11	9	0	1	1	0.9
Cc1ccc(C(C)C)c(OCc2ccc(-c3nnco3)cc2)c1	0.9	0.9	-5	11	-6	24	-3	1	0.8	0.8
Cc1ccc(S(=O)(=O)NNC(=O)c2sccc2-n2cccc2)cc1	1	1.1	-8	-8	11	4	-2	1	1	1
COc1ccc(C(C(=O)NCC2CCCO2)N(C(=O)CNC(=O)c2cccs2)c2ccccc2)cc1OC (configuration not stated)	1	0.9	-12	11	-3	-2	-9	1.1	1	1
O=C(Nn1c(-c2ccc(F)cc2)nc2ccccc2c1=O)C1CCCCC1	0.9	0.9	-2	11	1	4	1	1	0.9	1
COc1ccc(CN2C(=O)[C@@H]3C(c4ccccc4Cl)=NO[C@@H]3C2=O)cc1	1	0.9	-14	10	-4	1	-7	1.1	1	1
CCCc1cc(C(=O)Nc2cccc(Cl)c2)no1	0.9	0.8	-7	16	-8	nt	-7	1.1	0.9	0.5
O=C(Nc1cccc(S(=O)(=O)NC2=NCCCCC2)c1)C1COc2ccccc2O1 (configuration not stated)	1.1	0.9	-5	7	5	3	-6	1.1	1.1	1
CCS(=O)(=O)N1CCC(C(=O)NCc2cccs2)CC1	0.9	0.9	-8	14	-6	4	1	1	0.9	1
COc1ccc(NS(=O)(=O)c2ccc3nc(COc4ccc(C#N)cc4)[nH]c3c2)cc1	0.8	0.8	-29	22	-5	2	2	1	1	1

2 of the compounds above, as labelled records.
O=C(Nn1c(-c2ccc(F)cc2)nc2ccccc2c1=O)C1CCCCC1
- PMI act satM6P: 0.9
- Diaphorase act: 0.9
- TNAP inh noacc: -2
- Diaph inh CS: 11
- L major viab: 1
- bIAP inh: 4
- TNAP inh hiacc: 1
- TNAP act hi DEA: 1
- PMI act: 0.9
- bIAP act: 1
Cc1ccccc1N/N=C/c1ccc(C#N)cc1
- PMI act satM6P: 2.4*
- Diaphorase act: 0.8
- TNAP inh noacc: -2
- Diaph inh CS: 23
- L major viab: -9
- bIAP inh: 19
- TNAP inh hiacc: -4
- TNAP act hi DEA: 1
- PMI act: 1.6
- bIAP act: 0.8

More structures.
Structure	PMI act satM6P	Diaphorase act	TNAP inh noacc	Diaph inh CS	L major viab	bIAP inh	TNAP inh hiacc	TNAP act hi DEA	PMI act	bIAP act
CC1CCCCN1C(=O)c1ccc(S(=O)(=O)N2CCCCC2C)cc1 (configuration not stated)	0.9	0.9	6	12	2	-5	-5	1	1.1	1.1
Cc1ccc(NCc2n[nH]c(=S)n2-c2ccccc2)c(C)c1	1	0.8	-6	20	-3	7	-3	1	1	0.9
Cc1ccc(/C=C(\C#N)C(=O)NC(C)C)o1	1	0.9	-19	13	-2	4	-6	1.1	1.1	1
N/C(=N\OC(=O)c1ccc2ccccc2c1)c1ccncc1	1	0.9	-4	10	34	7	-5	1	0.9	0.9
CCN(CC)C(=O)C1CCCN(Cc2ccccc2)C1 (configuration not stated)	1	0.8	-3	17	0	-2	-2	1	1	1
CCOn1c(SC(C)C)nc2ccccc2c1=O	0.9	0.8	-5	16	-7	13	-2	1	0.9	0.9
Cc1ccc2c(c1)c1c(n2CC(O)Cn2nc(C)c(Br)c2C)CCCC1 (configuration not stated)	0.9	0.8	-7	20	11	-3	-1	1	0.8	1
O=C1OC(/C=C/c2ccc(Cl)cc2Cl)=NC/1=C\c1cccs1	1.1	0.9	3	5	-9	7	4	1	1	0.9
O=C(Cn1c(=O)oc2ccccc21)Nc1ccccc1N1CCOCC1	1.1	0.8	-17	20	-2	6	-7	1.1	1.1	0.9
COc1ccccc1NC(NC(=O)c1cccnc1)C(Cl)(Cl)Cl (configuration not stated)	1.1	0.9	-7	11	17	0	-5	1.1	1.2	1
O=C(Nc1c(F)cc(F)cc1Br)C1CCCO1 (configuration not stated)	0.8	0.8	-12	18	-2	-7	-7	1.1	0.9	1.1
O=C(c1ccccc1)c1ccc2nc[nH]c2c1	1	0.9	-35	13	3	-43	4	1	1	1.4
Cc1ccc(S(=O)(=O)N(C)C)cc1NC(=S)NC(C)CCC(C)C (configuration not stated)	1	0.8	-17	19	24	2	-7	1.1	1	1
CC1CN(C(=O)N(C)C)CCN1C(=O)N(C)C (configuration not stated)	1	0.8	-18	15	-4	10	-8	1.1	1	0.9
C=CCOC(=O)N1CCN(c2cccc(C(F)(F)F)c2)CC1	0.9	0.8	-9	24	-2	-8	-6	1.1	0.9	1.1
CCCCNc1c(N)n(CC(C)C)c(=O)[nH]c1=O	0.9	0.9	-10	10	4	-7	-4	1	1	1.1
CCCN1CCN(CCCNC(=O)Cn2ncc3c4ccccc4n(C)c3c2=O)CC1	1	1	-2	4	0	3	3	1	1	1
CSc1nnc2c(n1)OC(C)N(C(=O)c1ccccc1)c1ccccc1-2 (configuration not stated)	1.4	0.9	-3	7	1	1	-2	1	1.2	1
CCOC(=O)c1sc(=S)n(-c2ccc(Cl)cc2)c1C	0.9	0.9	-4	13	21	6	1	1	0.9	0.9
NC(=O)c1c(NC(=O)COC(=O)CSc2nnc(-c3ccc(Cl)cc3)o2)sc2c1CCC2	0.9	0.8	4	24	-2	-5	-2	1	0.9	1
COc1ccc(C(=O)NC(=O)CSc2nnc(-c3ccco3)n2-c2ccccc2)cc1	1	0.9	-13	12	-5	0	-3	1	1	1
O=C(NCCCN1CCN(c2ccccc2F)CC1)C1CCN(S(=O)(=O)N2CCOCC2)CC1	1	1	-6	2	-2	-15	1	1	1	1.1
O=S(=O)(N1CCCCC1)N1CCN(S(=O)(=O)N2CCCCC2)CC1	1	0.9	-10	7	-4	11	-6	1.1	0.8	0.9
COc1ccc(CCNC(=O)CSc2nc(N)cc(=O)[nH]2)cc1OC	1.1	1	-14	1	1	1	-2	1	1	1
